Eya2 phos inh = Eya2 (human) phosphatase inhibition; O00167; recombinant Eya2, OMFP fluorescence dephosphorylation (OMFP is methylfluorescein phosphate); 330,000 compounds, 0.006% hits; Potency, µM (highest dose often 76.9 µM), for inactives: at the top dose activity, negative = inhibition, hits mostly inhibitors; also: potency is read from the fitted curve at half-maximal effect; % is scaled to controls: 0 for no effect and ±100 for the full control effect
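Eya2 (0.2 uM) preincubated 10 min at ambient with compound, then OMFP substrate added at 50 uM; 10 min reaction in 50 mM HEPES pH 7.5, 50 mM NaCl, 5 uM MgCl2, 0.05% BSA, 1 mM DTT. Fluorescence read at Ex 485/Em 525 nm.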
PTAP TSG101 blk = blocks PTAP/TSG101 interaction to inhibit HIV-1 budding. Fluorescence polarization, FITC-PTAP peptide / Tsg101 binding. Potency, µM (top dose mostly 115 µM), inactives show at the top dose activity change, negative = inhibition, most hits filed as inhibitors. 340,000 tested, under 10 active. Q99816; active = well fitted inhibition curve with a large enough effect in the main read-out, with a control signal flat, not every such curve was filed as active; inconclusive = small, poorly fitted or top-dose-only effect, or effect the other way, or a change in a side signal; inactive = no such curve, though single readings can be large or run the other way; also: potency is read from the fitted curve at half-maximal effect; % of control where 0% means no effect
Target sequence (Q99816 whole entry, looked up): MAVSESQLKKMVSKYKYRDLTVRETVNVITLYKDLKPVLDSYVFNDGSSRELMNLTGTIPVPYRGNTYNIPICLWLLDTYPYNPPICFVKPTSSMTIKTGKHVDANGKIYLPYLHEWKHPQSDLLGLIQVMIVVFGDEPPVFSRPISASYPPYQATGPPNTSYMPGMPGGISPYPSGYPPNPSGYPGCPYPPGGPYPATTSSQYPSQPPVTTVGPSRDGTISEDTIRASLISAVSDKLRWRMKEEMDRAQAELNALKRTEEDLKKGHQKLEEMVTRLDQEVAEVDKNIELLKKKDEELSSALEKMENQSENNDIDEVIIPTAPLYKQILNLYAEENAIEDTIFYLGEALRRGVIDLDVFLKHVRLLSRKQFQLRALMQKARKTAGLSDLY
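Fluorescence polarization binding of Tsg101 binding domain (10 uM final) to FITC-labeled PTAP peptide (50 nM final) in HEPES pH 7.5 buffer with NaCl, Tween 20, EDTA, TCEP. Compounds added before peptide; binding 20 min at RT.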
B2AR arrestin = recruits beta-arrestin to the human beta2-adrenergic receptor | P07550 | beta-arrestin recruitment to beta2AR, cell-based reporter | Potency, µM (highest dose often 46.1 µM), without a hit: at the highest dose activation, actives largely listed as activators | 330,000 compounds, 0.02% hits | AID 492947;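 also: potency is read from the fitted curve at half-maximal effect; 0% = DMSO controls and full agonism = EC100 isoproterenol or metaproterenol; nearly all actives have a fitted effect of over 65% in size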
p53 reactivator = restores transcriptional activity of mutant p53; Potency, µM (highest dose often 92.2 µM), inactives show at the highest dose activity change, positive = activation, hits mostly activators; 320,000 compounds, 0.063% hits; H1299 p53-A138V BP100-luciferase reporter, luminescence, 24 h; also: potency is read from the fitted curve at half-maximal effect; % of control where 0% means no effect; nearly all actives have a fitted effect of over 45% in size
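H1299 (p53-null), stable ts p53-A138V + BP100-Luc; 1000 cells/well, Opti-MEM/10% FBS; cpd 4 pt, 1:5; 24 h, 37 deg C, 5% CO2; detection reagent 10 min RT; luminescence.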
a7 integrin act = activates integrin-mediated alleviation for muscular dystrophy; alpha7betagal myoblasts, beta-gal FDG fluorescence, 48 h; Potency, µM (top dose mostly 38.3 µM), for inactives: at the highest dose activation, hits mostly activators; 350,000 compounds, 0.064% hits; AID 624291;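 also: potency is read from the fitted curve at half-maximal effect; 100% = response of the positive control SU9516; nearly all actives have a fitted effect of over 60% in size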
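Alpha7betagal+/- myoblasts (passage 13) were plated 16-24 hr, then exposed to compounds (1:260 dilution of DMSO stock) for 48 hours at 37C. After MPER lysis, β-galactosidase reporter activity was read as FDG fluorescence (ex 480/em 540) after 30 minutes.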
ELG1 genotox = induces genotoxicity in HEK293T cells with luciferase-tagged ELG1. HEK293T ELG1-luciferase reporter, luminescence, 16 h. Potency, µM (doses to about 46 µM), for inactives: top-dose activity change, positive = activation, usual class: activators. 330,000 compounds, 1.3% hits. AID 504466; also: potency is read from the fitted curve at half-maximal effect; % of control where 0% means no effect; nearly all actives have a fitted effect of over 60% in size
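16 hr compound incubation (37 °C, 5% CO2) of HEK293T cells carrying luciferase-tagged ELG1; luciferase then measured by ONE-Glo luminescence after 30 min at RT.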
BRCA1 expr up = BRCA1 expression activation. Potency, µM (doses to about 46.1 µM), for the others: top-dose activation, actives largely listed as activators. 380,000 compounds, 1.1% hits. MCF7-BRCA1-FFLuc reporter, luminescence, 48 h; response scale: scaled: vehicle 0%, 10 µM genistein 100%; also: potency is read from the fitted curve at half-maximal effect; nearly all actives have a fitted effect of over 80% in size; some results filed as inactive show a strong effect at the top dose
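Luminescence from a BRCA1-driven firefly luciferase in MCF7 cells was read after 48 h compound exposure at 37 C. Data normalized against DMSO and a 10microM genistein activation control, then curve-fitted across the titration.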
uPA surface inh = blocks generation of uPA at the cell surface; AID 540303; Potency, µM (series often up to 38.3 µM), inactives show top-dose activity change, negative = inhibition, most hits filed as inhibitors; 330,000 compounds, 0.31% hits; cell surface uPA generation assay, qHTS; active = well fitted inhibition curve with a large enough effect; inconclusive = small, poorly fitted or top-dose-only effect; inactive = no such curve, though single readings can be large or run the other way; tested in mouse RAW 264.7 cells; also: potency is read from the fitted curve at half-maximal effect; % is scaled to controls: 0 for no effect and ±100 for the full control effect; nearly all actives have a fitted effect of over 55% in size
TRPV1 agonist = human TRPV1 agonism; Q8NER1; TRPV1-expressing cells, Fluo-8 calcium influx, agonist mode; activation, % at 8.33 µM; 320,000 compounds, 0.19% hits; AID 540275; in the data active = activation above about 80%; inconclusive = between about 30% and that limit; also: 0% is about no effect
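Fluo-8 calcium influx in TRPV1-expressing cells, kinetic read (ex 480/em 520 nm). Compound added and read 3 min for agonist activity, followed by capsaicin at EC20 final and 2 min further read for enhancement.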
S-ASM inh = blocks human secretory acid sphingomyelinase; placental ASM, HMU-PC fluorogenic substrate, 60 min; Potency, µM (series often up to 57.5 µM), without a hit: top-dose activity change, negative = inhibition, actives largely listed as inhibitors; 340,000 compounds, 0.006% hits; also: potency is read from the fitted curve at half-maximal effect
Target sequence (P17405 47-631 limits assumed): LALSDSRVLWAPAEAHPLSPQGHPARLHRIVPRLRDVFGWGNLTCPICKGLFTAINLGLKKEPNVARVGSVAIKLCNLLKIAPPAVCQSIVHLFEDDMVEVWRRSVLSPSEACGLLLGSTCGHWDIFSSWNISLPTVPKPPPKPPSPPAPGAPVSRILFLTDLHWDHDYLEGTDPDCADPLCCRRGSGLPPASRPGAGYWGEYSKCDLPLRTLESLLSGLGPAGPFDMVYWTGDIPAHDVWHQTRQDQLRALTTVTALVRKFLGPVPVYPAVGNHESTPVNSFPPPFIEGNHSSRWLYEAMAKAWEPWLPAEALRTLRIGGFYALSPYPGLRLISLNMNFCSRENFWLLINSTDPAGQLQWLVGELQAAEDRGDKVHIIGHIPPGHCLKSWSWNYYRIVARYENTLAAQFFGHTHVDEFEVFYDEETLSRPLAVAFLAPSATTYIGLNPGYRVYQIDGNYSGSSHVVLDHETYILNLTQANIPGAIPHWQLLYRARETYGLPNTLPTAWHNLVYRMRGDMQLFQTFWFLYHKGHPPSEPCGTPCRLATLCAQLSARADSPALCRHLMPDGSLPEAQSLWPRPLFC
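Steps: dispense placental human ASM, pin compound, wait 10 min at room temperature, add HMU-PC0 substrate at 9 uM final, incubate 60 min at 37 °C, add stop solution raising pH to 10, read fluorescence.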
USP2a inh = inhibitors of human ubiquitin-specific protease USP2a; USP2 core, Ub-CHOP2 coupled fluorogenic reporter, 485/531; 330,000 compounds, 0.01% hits; O75604; Potency, µM (doses to about 38.3 µM), for the others: at the highest dose activity change, negative = inhibition, actives largely listed as inhibitors;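 also: potency is read from the fitted curve at half-maximal effect; plate controls were DMSO wells for no effect and full inhibition by NEM control for full effect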
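USP2 core (10nM final) preincubated 30min RT with compound in 20mM Tris-HCl pH 8.0, 2mM CaCl2, 2mM beta-mercaptoethanol, 0.05% CHAPS; 25nM Ub-CHOP2 plus 25nM reporter substrate added, fluorescence (Ex485/Em531) read after 60min.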
The depositor's hits bear a star; u = inconclusive; x = not tested or not shown; [ ] = remark or other dose. Unless noted, calls follow the shape of the dose curve; as a rule, active = well fitted curve in the direction sought with a large enough effect; inconclusive = small, poorly fitted or top-dose-only effect, or another doubt; inactive = no such curve, though single readings can be large; an effect the other way counts as inactive or inconclusive.

SMILES | Eya2 phos inh | PTAP TSG101 blk | B2AR arrestin | p53 reactivator | a7 integrin act | ELG1 genotox | BRCA1 expr up | uPA surface inh | TRPV1 agonist | S-ASM inh | USP2a inh
CC(C)C(=O)Nc1sc2c(c1C#N)CCCCC2 | -3% | -3% | 0.4% | 18% | -22% | 9% | 55% | 0% | 26 | 0% | -4%
O=S(=O)(c1cccs1)N1CCc2ccccc21 | -22% | 11% | -0.9% | -8% | -20% | 1% | 15% | -1% | 13 | -2% | 2%
COc1ccccc1NC(=O)Cn1c(=O)n(C)c(=O)c2sc3c(c21)COC(C)(C)C3 | 5% | -1% | 0.7% | -2% | 26% | 7% | -1% | -4% | -2 | 0% | 0%
O=c1[nH]c(CN2CCN(C/C=C/c3ccccc3)CC2)nc2cc(Cl)ccc12 | 2% | -8% | 0.0% | 2% | -23% | -8% | -23% | x | 0 | 1% | 1%
COc1cc(C(=O)N2CCc3ccccc32)c([N+](=O)[O-])cc1OC | 10% | -1% | -0.5% | x | 34% | -24% | 22% | 4% | 3 | -1% | -1%
COc1ccc(C2CC(=O)Nc3cc(OC)c(OC)cc32)cc1Br (configuration not stated) | -1% | 3% | -1.8% | -4% | 1% | 6% | -21% | 3% | 2 | -2% | 3%
COc1cccc2cc(C(=O)OCC(=O)NC3CCCC(C)C3C)c(=O)oc12 (configuration not stated) | 2% | 0% | -1.1% | u | -12% | u | 8% | 0% | x | -3% | 3%
O=C(NC1CCCCC1)c1ccc2c(=O)n(CC3CCCO3)c(=O)[nH]c2c1 (configuration not stated) | -20% | -4% | 0.4% | 1% | -8% | -4% | 0% | 4% | 0 | 317%[activator] | 3%
CCCOc1ccc(C(=O)CCC(=O)OCC(=O)N2CCN(S(=O)(=O)c3ccc(C)cc3C)CC2)cc1 | x | -8% | x | x | -20% | x | 3% | 0% | x | 159% | x
Nc1ccc(C(=O)c2cccs2)cc1[N+](=O)[O-] | -10% | 0% | -0.8% | 0% | -39% | 19% | 42% | -9% | 0 | -4% | 1%
Cc1ccc(S(=O)(=O)NNc2nc3ccccc3nc2C(F)(F)F)cc1 | 4% | -5% | 0.1% | 0% | -10% | -3% | -15% | -1% | 5 | 16% | 1%
Cc1ccc(S(=O)(=O)N2CCCCCC2)cc1C(=O)Nc1cccnc1 | -8% | x | -0.2% | 1% | 21% | -4% | -8% | 18% | -4 | -2% | 1%
CC1CCCCC1NC(=O)COC(=O)c1ccc(S(=O)(=O)NCc2ccco2)cc1 (configuration not stated) | 2% | -5% | -0.1% | 0% | -6% | 1% | 13% | 2% | -4 | -1% | 2%
O=C(COC(=O)CCC1CCCC1)Nc1cccc(S(=O)(=O)N2CCOCC2)c1 | -2% | 0% | -1.1% | -11% | -48%[inhibitor] | -9% | 38% | -18% | 3 | -3% | -10%
Cc1ccc(-c2nnn(CC(=O)N(Cc3ccco3)C(C(=O)NC(C)(C)C)c3cccs3)n2)o1 (configuration not stated) | 7% | 0% | 0.4% | 3% | -8%[7.66 µM] | -1% | -6% | -1% | -2 | 1% | -2%
Nc1ccc(-n2ccnc2)cc1 | -3% | -2% | -1.0% | -2% | 9% | 0% | -17% | 4% | 1 | 0% | -5%
O=C(Oc1ccc(/C=N/Nc2ccccc2)cc1)c1ccccc1 | -5% | 0% | 0.0% | 3% | -19% | u | -27% | 4% | x | -1% | 2%
CCCn1c(CN(C)Cc2ccccc2)nc2c1c(=O)n(C)c(=O)n2C | 3% | -10% | -1.0% | -6% | -51%[inhibitor] | -8% | -75% | -8% | 0 | 2% | -1%
CCN(CC(=O)NC(=O)NCc1ccco1)Cc1ccccc1 | -2% | -1% | 0.4% | 6% | -38% | -1% | -9% | -1% | 10 | 0% | 2%
Nc1cc(=O)[nH]c(SCCSc2ccccc2F)n1 | 22% | -2% | -0.4% | -4% | -12% | 6% | -2% | -5% | -1 | 1% | 2%
Cc1ccc(S(=O)(=O)N2CCOCC2)cc1NC(=O)Nc1ccc([N+](=O)[O-])cc1 | -12% | -11% | -0.8% | -3% | 4% | 1% | -3% | 20% | x | 0% | 3%
N#CCCN(Cc1ccccc1)C(=S)Nc1ccc(F)cc1 | -10% | 1% | 0.9% | 3% | 18% | 0% | -13% | 3% | 0 | 2% | 4%
CN1CCN(c2ccc([N+](=O)[O-])cc2/C=N/NC(=O)c2cccc([N+](=O)[O-])c2)CC1 | 11% | x | -0.3% | -4% | x | 1% | x | x | 1 | x | 0%
NC(=O)C1CCN(CC(=O)Nc2ccccc2N2CCOCC2)CC1 | 0% | 0% | 0.3% | 0% | 26% | 0% | -11% | 16% | -1 | 1% | -2%
COc1ccc(NCc2nnc(SCC(=O)Nc3ccccc3OC)o2)cc1 | 6% | -2% | 0.3% | 3% | 18% | 2% | -33% | x | 2 | 1% | 2%
COc1ccc(-n2c(Cc3cccn3C)nnc2SCC(=O)Nc2ccc3c(c2)OCCO3)cc1 | -3% | -4% | 0.1% | -5% | 4% | -5% | -16% | 0% | 6 | -2% | -11%
CC(C)(C)S(=O)N1Cc2cc(CO)cc(CCO)c2[C@H]1CCO (some centres not stated) | x | -2% | x | x | u | x | 7% | 9% | x | 0% | x
CC(=O)Nc1cc(C)c2nc(NC(C)=O)sc2c1 | -3% | -2% | -1.0% | 10% | 16% | u | 0% | 1% | -1 | -2% | 7%
COc1ccccc1CNC(=O)c1cccc(S(=O)(=O)N(C)c2ccccc2)c1 | -20% | -6% | 0.2% | -14% | -18% | -3% | -3% | -10% | 0 | 2% | -1%
CCS(=O)(=O)c1ccc2c(c1)NC(=O)C(CCO)O2 (configuration not stated) | 1% | -1% | -0.1% | -4% | 6% | -1% | -12% | -1% | -1 | 0% | -1%
COC(=O)c1ccc(-c2ccc(OC)c([C@H]3[C@H]4C=CC[C@@H](C)[C@@H]4C(=O)N3Cc3ccccc3)c2)cc1 | -6% | 3% | -0.4% | 3% | -39% | -8% | -23% | 8% | 25 | -2% | 3%
CS(=O)(=O)c1ccc(C(=O)NC2CCCCC2)cc1 | 4% | 2% | 0.4% | 21% | 21% | 4% | 26% | 0% | 3 | x | 1%
CCOCCn1c(COc2ccc(C)cc2)nc2ccccc21 | -9% | 1% | -0.2% | u | 11% | 9% | u | -3% | u | 0% | 2%
Cn1c(/C=C/c2ccc(Br)cc2)nc2ccccc2c1=O | -8% | -4% | -0.3% | u | 41% | u | u | 14% | 14 | 0% | 0%
COC(=O)/C(=C/Nc1cccc2ccccc12)[N+](=O)[O-] | -4% | -7% | 4.3% | 7% | 10% | 25% | -44% | -17% | -4 | 1% | 4%
CCCNC(=O)C1CCN(c2cc(-c3ccccc3)nc3ncnn23)CC1 | 5% | -3% | -0.2% | -2% | -21% | -5% | -8% | 3% | -2 | 0% | 2%
Cc1cccc2nc(C(=O)Nc3cccc(C(=O)NC4CC4)c3)cn12 | 19% | 0% | -0.2% | u | 0% | 11% | u | u | -2 | -1% | 0%
COc1ccc(-n2c(SCC#N)nnc2-c2ccc(NS(=O)(=O)c3ccc(C)cc3)cc2)cc1 | 13%[15.4 µM] | -7% | 0.2% | 2% | 9% | -2% | -62% | -9% | -1 | -8% | -1%
C=CCNC(=O)/C(=C\C=C\c1ccccc1)NC(=O)c1ccc(OCCCC)cc1 | -14% | -4% | -0.8% | 4% | -2% | 1% | -10% | -1% | 11 | -14% | 1%
CC1CC(C)CN(c2nc3c(c(=O)n(C)c(=O)n3C)n2CCSc2ncccn2)C1 (configuration not stated) | 0% | -1% | 0.3% | -4% | -1% | 0% | -7% | -16% | x | 0% | 4%
Cc1cc(C)cc(NC(=O)Nc2ccc3c(c2)CCC3)c1 | 1% | -2% | -0.3% | 6% | u | 14% | 52% | -3% | -2 | -3% | 2%
CCOC(=O)/C(=C\c1ccc(OC(F)F)cc1)C1=Nn2c(nnc2-c2ccc(Cl)cc2)SC1 | 4% | -3% | -0.1% | -34%[inhibitor] | -54%[inhibitor] | -20% | -93% | -8% | 8 | -21% | -16%
N#Cc1c(N)n(CCOC(=O)c2cccc([N+](=O)[O-])c2)c2nc3ccccc3nc12 | 2% | -1% | -0.1% | -5% | 13% | 0% | -8% | 2% | 4 | 191%[activator] | -2%
CS(=O)(=O)N1CCN(C2Cc3ccccc3C2)CC1 | -16% | 0% | 0.1% | -1% | 20% | 3% | 0% | -7% | 0 | 1% | 2%

Source: PubChem BioAssay (National Center for Advancing Translational Sciences (NCATS))
